Source: PubChem BioAssay (National Center for Advancing Translational Sciences (NCATS))
PTHR1 agonist = qHTS for PTHR1 Agonists: Primary Screen; Parathyroid hormone/parathyroid hormone-related peptide receptor (Homo sapiens), Q03431; HEK293 GP2 PTHR1 cells, GloSensor cAMP luminescence, 1 h; Potency, µM (series often up to 115 µM), inactives show at the highest dose activation, most hits filed as activators; hit rate 0.075% among 410,000; also: nearly all actives have a fitted effect of over 55% in size; some results filed as inactive show a strong effect at the top dose; inactives centre near -15; many of its hits are not listed in these tables
Target sequence (Q03431 whole entry, looked up): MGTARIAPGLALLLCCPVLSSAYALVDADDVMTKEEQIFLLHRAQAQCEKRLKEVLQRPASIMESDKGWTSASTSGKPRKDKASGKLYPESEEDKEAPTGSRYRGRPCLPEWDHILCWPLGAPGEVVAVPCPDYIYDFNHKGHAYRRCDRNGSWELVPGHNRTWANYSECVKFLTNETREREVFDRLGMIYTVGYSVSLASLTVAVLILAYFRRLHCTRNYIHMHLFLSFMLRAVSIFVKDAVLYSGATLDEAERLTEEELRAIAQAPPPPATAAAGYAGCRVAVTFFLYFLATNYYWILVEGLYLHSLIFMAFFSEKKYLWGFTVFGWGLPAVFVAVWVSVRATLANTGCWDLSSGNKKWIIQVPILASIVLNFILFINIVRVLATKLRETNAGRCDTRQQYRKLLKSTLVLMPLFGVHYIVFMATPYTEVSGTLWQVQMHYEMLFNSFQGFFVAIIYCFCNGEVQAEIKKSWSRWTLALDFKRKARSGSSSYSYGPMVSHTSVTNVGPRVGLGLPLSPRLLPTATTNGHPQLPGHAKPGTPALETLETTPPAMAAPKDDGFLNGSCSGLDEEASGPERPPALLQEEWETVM
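HEK-293-derived GP2 cells expressing PTHR1 and a GloSensor cAMP reporter, 3,000/well, plated overnight, given luciferin plus IBMX (each 0.5 mM as added) for 1 h at 37 °C, then compound for 1 h at 37 °C. Luminescence was read after 15 min at room temperature.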
FUS yeast rescue = qHTS for Suppressors of FUS Proteinopathy: Primary screen using FUS-linked yeast assay. S. cerevisiae FUS-expressing, growth rescue, OD600, 24 h. Potency, µM (series often up to 76.6 µM), for the others: at the top dose growth rescue (activation), most hits filed as activators. hit rate 0.24% among 390,000;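 also: plate controls were DMSO vehicle for no effect and reference control for full effect; nearly all actives have a fitted effect of over 55% in size; some results filed as inactive show a strong effect at the top dose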
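Toxicity suppression screen in FUS-yeast. Cells induced with 2% galactose, starting OD 0.005, treated 24hr at 30C with compounds at multiple final concentrations; growth by OD600.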
aSyn yeast inh = qHTS of alpha-syn Inhibitors; Yeast expressing alpha-synuclein, growth rescue, BacTiter-Glo, 24 h; Potency, µM (doses to about 46.1 µM), for the others: at the highest dose growth rescue (activation), usual class: activators; hit rate 0.14% among 370,000; also: % of control where 0% means no effect; nearly all actives have a fitted effect of over 65% in size
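Screening used galactose-induced yeast with toxic alpha-synuclein levels, exposed to compound for 24 hr at 30 deg C. Cell growth, read with BacTiter-Glo luminescence, gave the measured signal.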
EPAC2 ag = qHTS for Agonist of cAMP-regulated guanine nucleotide exchange factor 4 (EPAC2): primary screen; AID 720711, 2013; EPAC2 activation, biochemical qHTS; response scale: 100% = 6.5 mM cAMP response; Potency, µM (top dose mostly 154 µM), inactives show at the highest dose activation, actives largely listed as activators; hit rate 0.079% among 360,000; Rap guanine nucleotide exchange factor 4 (Homo sapiens), Q8WZA2; also: nearly all actives have a fitted effect of over 50% in size
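Guanine nucleotide exchange by EPAC2 is measured as reduced fluorescence of BODIPY-GDP once it is released from 250 nM Rap1B. Plates are read kinetically for 30 min at room temperature; results are scaled to 6.5 mM cAMP.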
EPAC1 ag = qHTS for Agonist of cAMP-regulated guanine nucleotide exchange factor 3 (EPAC1): primary screen; EPAC1 agonist qHTS, biochemical assay; response scale: 100% = response to 6.5 mM cAMP; Potency, µM (titrated, usually from 154 µM), for the others: top-dose activation, actives largely listed as activators; hit rate 0.073% among 360,000; Rap guanine nucleotide exchange factor 3 (Homo sapiens), O95398; also: nearly all actives have a fitted effect of over 60% in size
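EPAC1 100 nM, Rap1B–BODIPY-GDP 250 nM, unlabeled GDP 50 uM; compound titration; 5 min RT; kinetic read ex480/em540 at 5-min intervals ×30 min; data normalized to 6.5 mM cAMP agonist control.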
TDP-43 yeast inh = qHTS of TDP-43 Inhibitors; TDP-43 expressing yeast growth rescue, BacTiter-Glo, 24 h; Potency, µM (doses to about 46.1 µM), for the others: at the top dose growth rescue (activation), usual class: activators; hit rate 1.8% among 410,000; AID 652104, 2013; also: % of control where 0% means no effect; nearly all actives have a fitted effect of over 50% in size
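Yeast expressing TDP-43 (pregrown in raffinose, seeded at OD600=0.02 in galactose medium) exposed to compounds 24 hr at 30 deg C. Growth read by BacTiter-Glo luminescence; rescue of toxicity appears as increased signal.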
EPAC2 antagonist = qHTS for Antagonist of cAMP-regulated guanine nucleotide exchange factor 2 (EPAC2): primary screen; hit rate 0.18% among 360,000; Rap guanine nucleotide exchange factor 4 (Homo sapiens), Q8WZA2; Potency, µM (titrated, usually from 114 µM), for the others: top-dose activity, negative = inhibition, usual class: inhibitors; EPAC2 GEF exchange of Rap1B-BODIPY-GDP, fluorescence; also: % is scaled to controls: 0 for no effect and ±100 for the full control effect; nearly all actives have a fitted effect of over 45% in size; many of its hits are not listed in these tables
EPAC1 antagonist = qHTS for Antagonist of cAMP-regulated guanine nucleotide exchange factor 3 (EPAC1): primary screen. Potency, µM (series often up to 115 µM), without a hit: top-dose activity change, negative = inhibition, most hits filed as inhibitors. EPAC1 GEF assay, Rap1b-BODIPY-GDP exchange fluorescence. hit rate 0.14% among 360,000;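 also: plate controls were vehicle for no effect and positive control for full effect; nearly all actives have a fitted effect of over 50% in size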
An asterisk follows results filed as active; i = inactive; ? = inconclusive; . = no result given; & = joins results of further samples; [ ] = dose if it differs, or a comment. Calls follow the shape of the dose curve; as a rule, active = well fitted curve in the direction sought with a large enough effect; inconclusive = small, poorly fitted or top-dose-only effect, or another doubt; inactive = no such curve, though single readings can be large; an effect the other way counts as inactive or inconclusive. Potency is read from the fitted curve at half-maximal effect.

structure	PTHR1 agonist	EPAC1 antagonist	TDP-43 yeast inh	EPAC2 ag	FUS yeast rescue	EPAC1 ag	EPAC2 antagonist	aSyn yeast inh
COc1ccc2c(c1)c(=O)oc1c(C)c(OC(C)C(=O)NCC3CCC(C(=O)O)CC3)ccc12 (centres undefined)	-24%	2%	7%	4%	3%	-26%	10%	-3%
O=C(N/N=C/C(Br)=C/c1ccccc1)C1CC1	-23%	5%	22µM*	4%	-9%	-6%	17%	10%
COC(=O)[C@@]12C[C@@H](CC(=O)N3CCCC3)C(=O)N(CCc3ccc(OC)c(OC)c3)C1=CCC(C)(C)C2	-2%	-11%	25%	2%	24%	-4%	4%	1%
CCCN1CCN(C(=O)c2ccc(Sc3ccc(C)cc3)c(NC(C)=O)c2)CC1	-5%[57.5 µM]	20%	-17%	2%	14%	-1%	13%	-2%
CC(C)NC1(C(N)=O)CCNCC1	i	-19%	-18%	9%	-11%	-7%	12%	-1%
COc1ccc(/C=N/NC(=O)CNC(=O)/C=C/c2ccco2)cc1OC	-22%	-4%	13%	-5%	30%	-14%	10%	-6%
COc1ccc(-c2[nH]ncc2CNC(C)CCn2cccn2)c(F)c1 (centres undefined)	-7%	-24%	0%	5%	-1%	-10%	0%	-1%
CCCS(=O)(=O)N1CCC(C(=O)NC2CCCCC2C)CC1 (centres undefined)	1%[57.5 µM]	-21%	-2%	5%	2%	0%	-3%	4%
COC(=O)CN(C)C(=O)c1ccc(OC)c(OC2CCN(C(C)C)CC2)c1	i	9%	1%	-1%	-8%	1%	9%	0%
CCn1cc(C(=O)N2CCN(c3ccc(OC)cc3)CC2)c2cc(OC)c(OC)cc2c1=O	-21%	8%	22%&24%	4%	21%&9%	9%	1%	3%
CC(=O)OCc1nc2ccccc2s1	-16%	19%	-20%	8%	31%	8%	19%	-1%
O=C(/C(=C(\[O-])c1ccccc1)[n+]1ccc2ccccc2c1)c1ccccc1	i	-4%	23%	0%	.	1%	10%	3%
Cn1c(=O)n(C)c2cc(NC(=O)COc3ccc(F)cc3)ccc21	-45%[inhibitor]	-19%	0%	5%	-14%	9%	-8%	5%
COc1ccc(C(=O)NC(=S)NNC(=O)c2ccc(C)cc2)cc1	i	-5%	0%	-4%	2%	0%	6%	24%
CCOC(=O)C1=C(CSc2nc(-c3ccccc3)ccc2C#N)OC(N)=C(C#N)C1c1ccc(OC)cc1 (centres undefined)	-10%	10%	3%	16%	45%	11%	9%	1%
Cc1ccc(-c2ccc(SCC(=O)NCC3CCCO3)nn2)cc1 (centres undefined)	i	-17%	11%	1%	7%	-2%	7%	-12%
COc1ccccc1NS(=O)(=O)c1ccc(NC(=O)CCNC(=O)c2ccco2)cc1	-23%	-13%	-2%	-2%	14%	5%	-1%	0%
CCCCCNC(=O)C(c1ccc(-c2ccccc2)cc1)n1c(=O)c(-c2cc3ccccc3[nH]2)nc2ccccc21 (centres undefined)	i	10%	?	0%	16%	5%	4%	0%
Cc1ccc(C(=O)OCC(=O)NCc2ccc3c(c2)OCO3)cc1S(=O)(=O)N1CCOCC1	i	-4%	-12%	3%	-5%	-4%	4%	-2%
CCSc1nc2c(c(=O)[nH]1)C(C(C)C)C(C#N)=C(N)O2 (centres undefined)	?	-12%	11%	5%	-24%	-1%	-9%	-7%
CCCC(=O)Nc1c2c(nn1-c1ccc(C)cc1C)CSC2	-5%[57.5 µM]	-6%	-11%	2%	6%	-3%	1%	12%
CCN(CC)C(=O)c1ncn2c1c(=O)[nH]c1ccccc12	-16%	0%	0%	3%	10%	0%	2%	-11%
COC(=O)C1=C(C)NC(=O)/C1=C\N(C)C	-2%	-19%	-17%	2%	-6%	14%	2%	-4%
CC1=C(C(=O)N2CCCCCC2)CC(CC(=O)NCCc2ccccn2)C(=O)N1Cc1ccc(C(C)(C)C)cc1 (centres undefined)	-31%	8%	-1%	-4%	18%	-4%	-7%	-4%
Nc1nc(CN2CCN(c3cccc(Cl)c3)CC2)nc(N2CCCc3ccccc32)n1	-19%	2%	0%	10%	24%	19%	1%	11%
CS(=O)(=O)CCC(C(=O)OCc1ccc(Br)cc1)N1C(=O)c2ccccc2C1=O (centres undefined)	-28%	-4%	0%	2%	26%	-9%	-4%	12%
COCCCNC(=O)C1CCN(S(=O)(=O)c2ccc3nc4c(c(C(=O)O)c3c2)CCCCC4)CC1	-3%	23%	10%	-1%	1%	-2%	20%	1%
COCCCNC(=O)Cn1cnc2c(OCc3ccccc3)ncnc21	-19%	-7%	-3%	12%	-13%	2%	-5%	-1%
CC1NC(=O)c2cccnc2-n2c1nc1cc(F)ccc1c2=O (centres undefined)	-7%	-22%	0%	9%	-5%	-15%	5%	-4%
Cc1cc(C(=O)OC(C)C(=O)Nc2cccc(Cl)c2)on1 (centres undefined)	-17%	-8%	-20%	7%	14%	3%	-5%	-3%
COc1ccc(-c2noc(COC(=O)c3ccco3)n2)cc1OC	i	-2%	25%	3%	-2%	0%	-13%	4%
CC[C@@H](C)[C@@H](C(=O)N1CCN(C(=O)OC(C)(C)C)CC1)n1cc(CCCN=C(NC(=O)OC(C)(C)C)NC(=O)OC(C)(C)C)nn1	i	-6%	-5%	-12%	2%	0%	-5%	0%
Cc1ccccc1CC(=O)Nc1ccc(S(=O)(=O)N2CCOCC2)cc1	-2%	10%	3%	4%	26%	3%	-8%	1%
CCOc1ccc(C2C(C(C)=O)=C(O)C(=O)N2CCc2c[nH]c3ccccc23)cc1 (centres undefined)	i	-24%	4%	-8%	39%	-3%	-10%	-6%
COc1ccc(OC)c(CCNC(=O)CCc2nnc3ccc(N4CCCC4)nn23)c1	-10%	15%	-3%	-3%	0%	-3%	0%	5%
COc1cccc(CNCCN2CCOCC2)c1OC	i	-12%	-2%	-3%	-5%	3%	-3%	-12%
N#CCCn1cc(C(=O)Nc2ccc(C(=O)O)cc2)c(-c2cccs2)n1	i	-13%	-5%	8%	-8%	-2%	1%[57.1 µM]	-3%
S=C(NCCc1ccccc1)NCc1cccc(Cl)c1	i	-23%	23%	12%	-10%	0%	-17%	4%
COCCCNc1nc(CC(C)C)nc2c1nnn2Cc1ccccc1	i	-26%	22%	-14%	-1%	-14%	-5%	14%
CCN(CC(=O)Nc1ccccc1C(F)(F)F)CC(=O)NC1CC1	i	6%	18%	-1%	.	-2%	8%	-11%

4 of the compounds above, with values under each structure.
Order of results – PTHR1 agonist	EPAC1 antagonist	TDP-43 yeast inh	EPAC2 ag	FUS yeast rescue	EPAC1 ag	EPAC2 antagonist	aSyn yeast inh
> Cc1ccccc1CC(=O)Nc1ccc(S(=O)(=O)N2CCOCC2)cc1
 : -2%	10%	3%	4%	26%	3%	-8%	1%
> CCOc1ccc(C2C(C(C)=O)=C(O)C(=O)N2CCc2c[nH]c3ccccc23)cc1 (centres undefined)
 : i	-24%	4%	-8%	39%	-3%	-10%	-6%
> COc1ccc(OC)c(CCNC(=O)CCc2nnc3ccc(N4CCCC4)nn23)c1
 : -10%	15%	-3%	-3%	0%	-3%	0%	5%
> COc1cccc(CNCCN2CCOCC2)c1OC
 : i	-12%	-2%	-3%	-5%	3%	-3%	-12%

Following part
structure	PTHR1 agonist	EPAC1 antagonist	TDP-43 yeast inh	EPAC2 ag	FUS yeast rescue	EPAC1 ag	EPAC2 antagonist	aSyn yeast inh
Cc1cc(C)cc(NC(=S)N2CCN(S(=O)(=O)c3ccccc3)CC2)c1	i	?	10%	3%	18%	8%	1%	16%
CCOC(=O)C1(CCc2ccccc2)CCN(Cc2ccc(OC)cc2)CC1	i	-9%	-8%[9.22 µM]	1%	?	4%	0%	-5%
Cc1ccccc1N1CN(Cc2ccco2)CNC1=S	i	5%	11%	8%	8%	5%	0%	-1%
CCOC(=O)c1cnc2sc3c(n2c1=O)CCCC3	-25%[57.5 µM]	-2%	-23%	13%	-2%	6%	-7%	3%
CN(CC(=O)N1CCN(Cc2ccccc2)CC1)S(=O)(=O)c1ccc(Br)cc1	-22%	-2%	-25%	1%	.	4%	3%	-5%
O=C(NC1CCCC1)c1ccc(Br)s1	i	4%	26%	2%	-3%	6%	3%	-3%
COc1ccccc1NS(=O)(=O)c1ccc(C(=O)N2CCCCCC2)cc1	-75%[inhibitor]	0%	11%	4%	-2%	-3%	-8%	9%
CCOC(=O)c1c(/N=C/c2cccc([N+](=O)[O-])c2O)sc2c1CCC2	-33%	-8%	5%	3%	38%	4%	-8%	?
COc1ccc(N/C=C(\C(C)=O)c2ccc(OC)c(OC)c2)cc1OC	-15%	5%	13%	5%	-14%	-3%	8%	9%
C#CCNC(=O)C1=C[C@@H](C2CC2)[C@H](CCCO)[C@@H](OCC)O1	-3%	6%	14%	9%	-14%	-3%	15%	-2%
Nc1nc(SCc2ccccc2)sc1C(=O)N1CCCCC1	-18%	-2%	13µM*	19%	16%	1%	0%	16%
CCc1nc2c(sc3nc4c(cc32)COC(C)(C)C4)c(=O)n1Cc1ccccc1	-28%	-9%	-9%	13%	8%	5%	-11%	2%
CCC(C)(C)C1CCc2[nH]nc(C(=O)NC3CCCCC3)c2C1 (centres undefined)	-21%	6%	-8%	-13%	-10%	-5%	5%	-12%
CCOC(=O)C1C(=O)C=C(Nc2ccccc2F)CC1c1ccccc1 (centres undefined)	-22%	-4%	0%	7%	25%	-3%	-1%	-5%
COC(=O)c1ccc(NC(=O)[C@H](C)NC(N)=O)cc1	i	6%	0%	6%	-4%	3%	2%	-1%
O=C1CCNc2ccc(-c3ccccc3)cc21	-17%	43%[activator]	20%	2%	.	?	13%	-13%
Cc1ccc(CSc2nnc(CS(=O)Cc3ccc(Cl)cc3Cl)n2C)cc1 (centres undefined)	-26%	-5%	-14%	5%	30%	6%	-3%	13%

A portion of the library; count on the stated rates, not on these rows.
